CHRM5 agonist: human M5 muscarinic receptor agonists, primary screen, CHO-K1 cells, Fluo-8 calcium fluorescence; Muscarinic acetylcholine receptor M5 (Homo sapiens), P08912; CHO-K1 hM5 cells; 0% DMSO wells, 100% maximal acetylcholine response; activation, % at 3 µM; 0.19% of 360,000 active; AID 624037, 2012;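 active means activation above the run's mean over test compounds plus 3 SD, cut at about 23% in these data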;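 further: signal is peak over basal fluorescence ratio across the kinetic read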
Target sequence (P08912 whole entry, looked up): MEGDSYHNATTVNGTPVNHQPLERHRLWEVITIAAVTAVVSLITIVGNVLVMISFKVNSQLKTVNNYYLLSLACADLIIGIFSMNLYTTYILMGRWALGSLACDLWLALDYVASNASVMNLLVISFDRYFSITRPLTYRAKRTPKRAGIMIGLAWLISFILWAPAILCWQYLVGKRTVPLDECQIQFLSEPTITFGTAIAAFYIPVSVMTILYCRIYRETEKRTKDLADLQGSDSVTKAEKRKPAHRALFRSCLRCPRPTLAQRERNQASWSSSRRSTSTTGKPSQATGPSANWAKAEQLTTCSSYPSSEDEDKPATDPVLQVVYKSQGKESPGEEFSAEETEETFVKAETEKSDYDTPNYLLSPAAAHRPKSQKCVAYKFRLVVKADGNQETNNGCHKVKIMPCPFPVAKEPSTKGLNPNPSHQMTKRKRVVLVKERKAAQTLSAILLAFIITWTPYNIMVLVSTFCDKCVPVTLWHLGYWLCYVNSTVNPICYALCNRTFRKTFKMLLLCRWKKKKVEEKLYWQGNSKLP
M5 antag: human M5 muscarinic receptor antagonists, primary screen, CHO cells, Fluo-8 calcium fluorescence; Muscarinic acetylcholine receptor M5 (Homo sapiens), P08912; CHO-hM5 cells, ACh EC80; inhibition, % at 3 µM; 0.59% of 360,000 active; AID 624040, 2012;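 active means inhibition above a per-plate cutoff, the mean of that plate's test compounds plus 3 SD, cut at about 27% in these data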;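 further: 0% = acetylcholine EC80 with DMSO and 100% = DMSO without agonist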
CHRM4 agonist: human M4 muscarinic receptor agonists, primary screen, CHO-K1 cells, Fluo-8 calcium fluorescence | 0.14% of 360,000 active | CHO-K1 hM4/Gqi5; vehicle 0%, full acetylcholine response 100% | Muscarinic acetylcholine receptor M4 (Homo sapiens), P08173 | activation, % at 3 µM;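 active means activation above the run mean over all test wells plus 3 SD, cut at about 32% in these data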;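 further: peak over basal fluorescence ratio per well then scaled between controls; 0% = DMSO wells and 100% = acetylcholine at EC100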
Target sequence (P08173 whole entry, looked up): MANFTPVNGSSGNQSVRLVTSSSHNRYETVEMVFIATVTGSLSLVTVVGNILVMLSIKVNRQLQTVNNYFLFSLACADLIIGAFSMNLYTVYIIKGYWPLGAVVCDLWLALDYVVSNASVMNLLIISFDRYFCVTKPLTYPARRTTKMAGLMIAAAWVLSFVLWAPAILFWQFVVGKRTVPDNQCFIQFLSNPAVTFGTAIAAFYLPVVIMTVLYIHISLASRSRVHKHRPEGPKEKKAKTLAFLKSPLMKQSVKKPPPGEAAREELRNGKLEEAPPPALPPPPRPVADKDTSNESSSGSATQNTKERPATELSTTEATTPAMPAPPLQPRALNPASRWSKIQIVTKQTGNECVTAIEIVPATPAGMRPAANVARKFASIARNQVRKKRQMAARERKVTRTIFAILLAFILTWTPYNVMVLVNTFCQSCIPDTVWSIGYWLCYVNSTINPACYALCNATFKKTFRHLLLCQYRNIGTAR
M1 PAM: human M1 muscarinic receptor positive allosteric modulators, primary screen, CHO-K1 cells, Fluo-8 calcium fluorescence, 1536-well; Muscarinic acetylcholine receptor M1 (Homo sapiens), P11229; 0.088% of 360,000 active; CHO-K1 hM1, ACh EC20; 0% = ACh EC20, 100% = maximal ACh; activation, % at 3 µM; AID 588819, 2011; in the data active means activation above about 19%, passing the limit was not always enough
TAAR1 agonist: human TAAR1 agonists, primary screen, Fluo-8 calcium fluorescence, CHO RD-HGA16 cells. 0.99% of 360,000 active. vehicle wells 0%, saturating PEA agonist 100%. Trace amine-associated receptor 1 (Homo sapiens), Q96RJ0. activation, % at 3 µM. AID 624467, 2012;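 active means activation above the mean activation of all test compounds in the run plus 3 SD, cut at about 38% in these data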
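Repeats: no replicates (n 1) | Material: CHO-derived RD-HGA16 cells with stable Gα16 and human TAAR1 | Technique: Kinetic Fluo-8 calcium fluorescence | Schedule: 17-24 h seeding, 75 min 37 °C dye, 30 min RT | Evaluation: % activation from peak over basal fluorescence ratio, DMSO-to-PEA scaled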
CHRM5 PAM: human M5 muscarinic receptor positive allosteric modulators, primary screen, CHO-K1 cells, Fluo-8 calcium fluorescence | AID 624038, 2012 | activation, % at 3 µM | Muscarinic acetylcholine receptor M5 (Homo sapiens), P08912 | CHO-K1 hM5, ACh EC20 PAM; 0% = ACh EC20, 100% = ACh EC100 | 0.3% of 360,000 active;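 active means activation above the run cutoff, the mean activation of all test compounds plus 3 SD, cut at about 18% in these data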
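system = human M5 receptor in CHO-K1 cells | compound = one concentration, 3 µM final (nominal) | schedule = Post-acetylcholine fluorescence recording 140 s | signal = Fluo-8 calcium dye fluorescence, kinetic read | benchmarks = low control EC20 acetylcholine (0%), high control EC100 acetylcholine (100%) | repeats = singlicate, one well per test compound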
CHRM1 antagonist: human M1 muscarinic receptor antagonists, primary screen, CHO-K1 cells, Fluo-8 calcium fluorescence, 1536-well; CHO-K1 hM1, ACh EC80 antagonist; 1.3% of 360,000 active; AID 588852, 2011; inhibition, % at 3 µM; Muscarinic acetylcholine receptor M1 (Homo sapiens), P11229;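 active means percent inhibition above its own plate's cutoff, namely the mean of that plate's compound wells plus 3 SD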;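 further: peak over basal fluorescence ratio during 140 s after agonist addition; 0% = ACh EC80 plus DMSO and 100% = DMSO alone without agonist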
CHRM4 antagonist: human M4 muscarinic receptor antagonists, primary screen, CHO cells, Fluo-8 calcium fluorescence | Muscarinic acetylcholine receptor M4 (Homo sapiens), P08173 | CHO-hM4 cells, ACh EC80 | inhibition, % at 3 µM | 0.73% of 360,000 active;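 active means inhibition above its plate's cutoff, the mean inhibition of sample wells plus 3 SD, cut at about 27% in these data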;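 further: 0% = acetylcholine EC80 with DMSO and 100% = DMSO without agonist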
M1 ag: human M1 muscarinic receptor agonists, primary screen, Fluo-8 calcium fluorescence, CHO-K1 cells, HTS. Muscarinic acetylcholine receptor M1 (Homo sapiens), P11229. CHO-K1 hM1, agonist mode; 0% DMSO, 100% acetylcholine EC100. activation, % at 3 µM. 0.33% of 360,000 active. AID 588814, 2011;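 active means activation above the run's mean compound activation plus 3 SD, cut at about 16% in these data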;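 further: peak over basal fluorescence ratio within a 140 s kinetic read after compound addition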
The depositor's hits bear a star; / = not tested or not shown. An excerpt (hit frequency here may not be typical).

SMILES	CHRM5 agonist	M5 antag	CHRM4 agonist	M1 PAM	TAAR1 agonist	CHRM5 PAM	CHRM1 antagonist	CHRM4 antagonist	M1 ag
COc1ccc(C(=O)OCC(=O)NC(=O)NC2CCCC2)cc1[N+](=O)[O-]	3	10	3	4	3	-2	-3	7	-3
Cc1ccc(C(=O)N2CCN(c3ccccn3)CC2)cc1Cl	-1	7	4	6	3	-1	-20	-11	-7
Cc1nc2ccccc2c(-c2ccccc2)c1CC(=O)O	-4	-2	1	9	0	2	-6	-4	-5
COc1ccc(/C=N/NC(=O)c2nc(-c3ccccc3)n(-c3ccccc3)n2)c(O)c1	-2	0	1	0	1	-1	0	1	-5
Cc1ccc(NC(=O)CSCC(=O)OC(C)C(=O)Nc2ccccc2C)cc1 (stereo not drawn)	5	4	10	2	1	-15	1	4	1
COc1ccc(C(=O)NCC2(c3ccc(OC)c(OC)c3)CCCC2)cc1OC	1	3	1	-1	1	-5	11	-15	-2
O=C(CC1C(=O)NCCN1C(=O)Nc1ccc(F)cc1)Nc1cc(Cl)ccc1Cl (stereo not drawn)	-5	12	2	5	3	-5	-13	-1	-3
N#C/C(=C\c1cn(Cc2cccc(F)c2)c2ccccc12)C(=O)NCc1ccco1	-3	4	2	8	2	-2	-2	0	-3
CC(=O)Nc1ccc(NC(=O)C(C)OC(=O)C2CC(=O)N(CCc3ccccc3)C2)cc1 (stereo not drawn)	-2	7	1	5	2	-1	-6	-14	-1
Cc1ccc(-c2nnc(SCC(=O)NCC3CCCO3)n2C)cc1 (stereo not drawn)	0	5	-1	3	1	-4	-7	14	-4
CCOc1cccc(C(=O)Nc2cccc(NC(=O)c3ccco3)c2)c1	2	1	11	-4	5	-8	2	-8	-4
CCCC(C)C(=O)Nc1ccc(S(=O)(=O)N2CCCC2)cc1 (stereo not drawn)	-1	10	1	5	5	2	-7	4	-7
COc1ccc(C2NC(=S)NC3=C2CCCC3=C2SCCS2)cc1 (stereo not drawn)	0	2	1	-6	1	5	4	1	-1
Nc1cccc2cc(-c3ccccc3)oc12	4	-3	1	-1	-2	-3	8	-16	-2
CCCCn1c(SCC(=O)Nc2cc(C)[nH]n2)nc2ccsc2c1=O	3	3	1	3	5	-3	3	4	-5
CC1C2CC(C/C2=N/NC(=O)c2cccs2)C1(C)C (stereo not drawn)	-2	-5	0	4	6	3	-9	-5	-6
O=C(c1cc(Cl)ccc1OCc1ccccc1)N1CCOCC1	-6	-15	1	1	0	8	2	5	-6
CN(C)c1ccc(C(C(=O)NC2CCCC2)N(Cc2cccnc2)C(=O)c2snc(C(N)=O)c2N)cc1 (stereo not drawn)	3	6	11	-4	14	-5	-4	3	-4
CC(=O)Oc1ccc(N2C(=O)C3C(C2=O)C2C=CC3C23CC3)cc1[N+](=O)[O-] (stereo not drawn)	0	3	0	9	-2	-1	1	2	-5
Cc1nc(CN(C)C(=O)C2CCC(=O)N(CCc3cccc(F)c3)C2)cs1 (stereo not drawn)	-3	-12	1	-1	1	4	9	3	0
Cc1cc(C)nc(NS(=O)(=O)c2ccc(N/C=C\C(=O)c3cccs3)cc2)n1	-3	-2	1	8	1	0	-4	-5	-7
O=C1CCN(Cc2cccnc2)CCN1[C@H](CO)c1ccccc1	-3	1	0	2	14	-4	-4	-3	-9
CC1CN(c2ccc(S(=O)(=O)N3CCOCC3)cn2)CC(C)O1 (stereo not drawn)	1	0	1	2	9	1	-4	9	-2
CCCCNC(=O)c1cn(-c2ccc(OCC)cc2)c(=O)c2cc(OC)c(OC)cc12	-1	2	10	0	16	-17	14	-10	0
Cc1ccc(S(=O)(=O)Oc2ccccc2N2C(=O)C3C4CCC(C4)C3C2=O)cc1 (stereo not drawn)	-1	-1	4	6	0	2	-2	2	-1
Later entries.
SMILES	CHRM5 agonist	M5 antag	CHRM4 agonist	M1 PAM	TAAR1 agonist	CHRM5 PAM	CHRM1 antagonist	CHRM4 antagonist	M1 ag
CC1=C(C(N)=O)C(c2ccc(Cl)cc2)NC(=O)N1 (stereo not drawn)	-1	1	0	8	9	0	-3	13	-5
CCCc1nnc(SCC(=O)O)n1CC	1	-4	0	11	0	11	-13	7	-2
CC1CCN(S(=O)(=O)c2ccc3c(c2)oc(=O)n3C)CC1	-3	15	0	1	3	-3	1	2	-4
COc1cccc(NC(=O)C2CC(=O)OC23CCOC(C)(C)C3)c1 (stereo not drawn)	0	8	1	4	-3	6	-7	4	-2
Cc1cc(C)n(C(C)CC(=O)N2CCc3ccccc32)n1 (stereo not drawn)	-9	-2	0	-16	0	-3	33*	5	-5
O=C(c1ccc(CS(=O)(=O)c2ccc(Br)cc2)o1)N1CCN(C2CCCCC2)CC1	-2	1	1	4	0	-3	1	-3	-3
O=[N+]([O-])c1cc(/C=N/N/C(=N/c2ccccn2)c2ccccn2)ccc1O	-3	1	1	11	7	-4	-13	4	-11
COc1ccc(OCCCC(=O)Nc2nc(-c3ccccn3)cs2)cc1	1	8	12	4	15	-2	-4	6	-2
COC(=O)c1ccc([C@H]2CC(=O)O2)cc1	2	11	1	11	5	9	-17	24	-1
Cc1nc(-c2ccc(C(=O)Nc3ccc(F)cc3)cc2)cs1	-2	4	1	10	15	-5	-8	-9	-6
CCOc1ccc(C2C(C(=O)OC)=C(C)N=C3SCCC(=O)N32)cc1OCC (stereo not drawn)	0	10	0	2	-3	-10	-7	-1	-4
Cc1ccc2c(C)c(C(=O)N3CCCC(C(N)=O)C3)oc2c1C (stereo not drawn)	-4	2	0	2	-1	4	-3	-1	-3
COc1ccc(S(=O)(=O)N2CCOC2CNC(=O)C(=O)NCC(C)C)cc1OC (stereo not drawn)	-1	3	1	9	-1	1	-1	2	-3
COc1cc2c(cc1OC)CN(c1nc(CN3CCOCC3)nc3sc4c(c13)CCCC4)CC2	-2	19	7	-7	2	-13	10	-2	-11
CCOc1ccc(S(=O)(=O)N(CC)CC(=O)NCc2cccnc2)cc1C	-2	4	1	6	-1	-1	-13	5	-8
CC(=O)c1c(C)[nH]c(C(=O)COC(=O)COc2ccccc2)c1C	4	-1	7	0	2	-3	-6	3	0
c1cncc(-c2cn(C[C@H]3CC[C@H](Cn4cc(-c5cccnc5)nn4)O3)nn2)c1	-1	-6	0	-3	2	-2	-2	-8	-6
COC(C(=O)NC1CCCCCCC1)c1ccccc1 (stereo not drawn)	-2	1	0	3	-1	-2	-1	2	-9
S=C1NC[C@H](Cc2ccccc2)N1CC1CCN(CCCCc2ccccc2)CC1	-3	23	3	-25	2	-15	25	28*	-11
COc1cc(C=O)ccc1Oc1nc(Nc2ccc(F)cc2F)nc(N2CCOCC2)n1	5	0	9	5	9	4	0	-1	-4
O=C(CSc1nc2ccccc2c(=O)n1CCC(=O)N1CCCCC1)NCc1ccccc1	1	7	6	-5	11	-11	10	15	-2
CNc1nc(N/N=C/c2ccc([N+](=O)[O-])cc2)nc(Nc2ccccc2)n1	-5	1	4	3	3	-4	-8	-9	-7
CC(=O)Nc1ccc(OCC(=O)c2cc(C)ccc2C)cc1	2	-1	0	12	6	5	-16	2	-1
COc1cccc(C(=O)NCc2ccc(N3CCN(C(=O)OC(C)(C)C)CC3)cc2)c1	0	10	2	2	6	-9	-13	3	-2
Cc1ccc(S(=O)(=O)Nc2ccccc2-c2ccccc2)cc1	-12	-6	-2	1	11	-27	1	-8	-3
More results follow:
SMILES	CHRM5 agonist	M5 antag	CHRM4 agonist	M1 PAM	TAAR1 agonist	CHRM5 PAM	CHRM1 antagonist	CHRM4 antagonist	M1 ag
COc1cc(CCCN2C(=O)C(=O)NC[C@@H]2C(C)O)cc(OC)c1OC (stereo partly drawn)	0	4	1	5	1	-7	-7	-14	-1
Cc1ccc(S(=O)(=O)n2nc(C)cc2C)cc1	-4	-7	1	7	2	0	-8	-7	-5
O=C(CSC1=NS(=O)(=O)c2cc(Cl)ccc2N1)NCCc1ccccc1	2	1	0	12	104*	1	-6	-9	2
CC(=O)Nc1ccc(S(=O)(=O)N2CCCCC2C(=O)O)cc1 (stereo not drawn)	-2	-2	0	8	10	1	-8	13	1
COc1cc(C2(C)SCCCS2)cc(OC)c1OC	-1	-8	1	/	-2	3	/	-11	/
COc1ccc(C(=O)CSc2nc(C)cc(C)n2)cc1[N+](=O)[O-]	-5	0	2	-3	6	11	-2	-2	-15
COc1ccc(CNS(=O)(=O)c2cccc(S(=O)(=O)N3CCOCC3)c2)cc1	3	-2	4	1	9	-2	-1	10	-2
CC(C)(C)OC(=O)C[C@H]1C/C=C\C[C@H](CC(=O)N(CCO)Cc2ccccc2)C(=O)NCCOC1=O	2	8	3	3	6	-6	1	-3	-2
COCC(=O)Nc1cccc(C(F)(F)F)c1	-5	-5	0	4	17	3	-8	-5	-3
Cc1cc(=O)c(C(=O)Nc2cccc(N3CCCC3=O)c2)nn1-c1ccccc1F	2	10	2	-6	1	-1	16	5	-1
CCN1C(=O)C(=O)N(CC(=O)Nc2ccccc2OC(F)F)C1=O	5	7	10	-11	1	-9	17	13	-3
CCCCOc1ccc(C(=O)NN2CCOCC2)cc1	-1	-3	1	7	1	9	-9	-4	-4
CC(=O)Nc1ccc(NC(=O)C(C)OC(=O)CCCOc2ccc(Cl)cc2C)cc1 (stereo not drawn)	5	2	5	7	2	-2	-14	-3	-1
COc1ccc(OC)c(C2CC(=O)N3CN(c4ccc(C)c(Cl)c4)CSC3=C2C#N)c1 (stereo not drawn)	1	-1	0	3	1	-4	-6	-7	-1
CCO[C@@H]1OC(C(=O)O)=C[C@H](C2CCCCC2)[C@H]1CCCO	3	19	4	3	0	-3	0	5	-5
CCNC(=S)N1CCN=C1Nc1nc(C)cc(C)n1	-3	6	1	10	2	1	-5	-1	-9
COc1ccc(C(=O)NCCN2C(=O)S/C(=C\c3cccnc3)C2=O)cc1[N+](=O)[O-]	-2	14	8	-1	2	-7	2	2	-5

In another format: results already given.
mol | CHRM5 agonist | M5 antag | CHRM4 agonist | M1 PAM | TAAR1 agonist | CHRM5 PAM | CHRM1 antagonist | CHRM4 antagonist | M1 ag
COc1cc(C2(C)SCCCS2)cc(OC)c1OC | -1 | -8 | 1 | / | -2 | 3 | / | -11 | /
COc1ccc(C(=O)CSc2nc(C)cc(C)n2)cc1[N+](=O)[O-] | -5 | 0 | 2 | -3 | 6 | 11 | -2 | -2 | -15
COc1ccc(CNS(=O)(=O)c2cccc(S(=O)(=O)N3CCOCC3)c2)cc1 | 3 | -2 | 4 | 1 | 9 | -2 | -1 | 10 | -2
CC(C)(C)OC(=O)C[C@H]1C/C=C\C[C@H](CC(=O)N(CCO)Cc2ccccc2)C(=O)NCCOC1=O | 2 | 8 | 3 | 3 | 6 | -6 | 1 | -3 | -2
